Screening results as filed in PubChem BioAssay.
A549 viability = kills or reduces viability of A549 cells in Nrf2 counter-screen; A549 ARE-Fluc cells, CellTiter-Fluor viability, 18-24 h; Potency, µM (series often up to 46 µM), inactives show at the highest dose activity change, negative = cytotoxicity, usual class: inhibitors; hit rate 0.16% among 390,000; AID 504648; also: potency is read from the fitted curve at half-maximal effect; % is scaled to controls: 0 for no effect and ±100 for the full control effect
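A549 ARE_Fluc cells in 5% FBS OPTI-MEM were exposed to compounds in concentration-response for 18-24 h at 37 deg C. Viability was read by CellTiter-Fluor fluorescence (Ex 405/Em 525) after 30 min, before the luciferase read.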
ATXN2 expr inh = ATXN2 expression inhibition; Potency, µM (doses to about 57 µM), for inactives: at the top dose activity change, negative = inhibition, usual class: inhibitors; HEK-293 ATXN2-luciferase reporter, luminescence, 24 h; hit rate 0.72% among 360,000; also: potency is read from the fitted curve at half-maximal effect; % is scaled to controls: 0 for no effect and ±100 for the full control effect; nearly all actives have a fitted effect of over 55% in size
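qHTS (up to 57 uM final) was run with 24 h compound exposure of reporter cells at 37 °C. Each well was multiplexed: SteadyGlo luminescence measured ATXN2-luciferase expression after a fluorogenic Gly-Phe-AFC viability readout (25 uM final).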
TGFb SMAD3 inh = inhibitors of TGF-b signaling; HepG2 CAGA-GFP TGF-b/SMAD3 reporter, GFP fluorescence, 18 h; TGF-beta stimulated, 500 pg/mL final; Potency, µM (highest dose often 46.1 µM), for the others: top-dose activity, negative = inhibition, usual class: inhibitors; hit rate 1.2% among 410,000; AID 588855; also: potency is read from the fitted curve at half-maximal effect; % is scaled to controls: 0 for no effect and ±100 for the full control effect; nearly all actives have a fitted effect of over 65% in size
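Cell-based qHTS in HEPG2 carrying a CAGA-GFP Smad reporter; compounds added before 500 pg/mL final TGF-beta, 18 h incubation at 37 degrees C, GFP fluorescence quantified per cell by imaging cytometry.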
ATXN viability = viability counter-screen for ATXN expression inhibitors; S2 cells (HEK-293 line with an ATXN2-luciferase reporter) viability, CellTiter-Fluor protease fluorescence, 24 h; Potency, µM (top dose mostly 56.7 µM), usual class: cytotoxic; hit rate 0.49% among 400,000; AID 651635; also: potency is read from the fitted curve at half-maximal effect; nearly all actives have a fitted effect of over 40% in size
Nrf2 block = Nrf2 pathway inhibition; A549 ARE-Fluc reporter, luciferase luminescence, 18-24 h; Potency, µM (highest dose often 46 µM), without a hit: at the top dose activity change, negative = inhibition, most hits filed as inhibitors; hit rate 2.1% among 360,000; AID 504444; also: potency is read from the fitted curve at half-maximal effect; % is scaled to controls: 0 for no effect and ±100 for the full control effect; nearly all actives have a fitted effect of over 60% in size
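Cells were seeded and rested 2 h, then exposed to compounds for 18-24 h. CellTiter-Fluor was read first as a viability measure. BugLite was added 15 min before the final luminescent read of ARE-luciferase activity in A549 cells.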
IL-1B inflam inh = inhibitors of inflammasome signaling (IL-1 beta secretion); THP-1 LPS/ATP IL-1B secretion, AlphaLISA, 16 h; active compounds read low; activity change, % at 57.5 µM; hit rate 4.7% among 360,000; in the data active = activity change below about -50%; inconclusive = mostly about -30% to -49%; also: % is scaled to controls: 0 for no effect and ±100 for the full control effect
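THP-1 cells pretreated 1 hr with compounds (up to 57.5 uM final), then stimulated with LPS (250 ng/mL final) plus ATP (1.25 mM final); secreted IL-1B measured by AlphaLISA after 16 hr, decreased signal indicating inhibition.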
Nrf2 activator = Nrf2 pathway activation; AREc32 ARE-luciferase reporter (MCF7-derived line), luminescence, 24 h; Potency, µM (doses to about 46.1 µM), inactives show top-dose activation, most hits filed as activators; hit rate 0.31% among 410,000; AID 624171; also: potency is read from the fitted curve at half-maximal effect; % of control where 0% means no effect; nearly all actives have a fitted effect of over 65% in size
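ARE activation measured as luciferase luminescence (Steady-Glo, 30 min RT) in AREc32_Fluc cells after 24 hr compound exposure at 37 deg C, 5% CO2; cells seeded overnight at 1000/well in OPTI-MEM, 5% FBS.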
HepG2 tox = kills HepG2 cells in TGF-b inhibitor counter-screen | HepG2 CAGA-GFP viability, ATP luminescence, 18 h | Potency, µM (series often up to 46.1 µM), for the others: top-dose activity change, negative = cytotoxicity, usual class: cytotoxic | hit rate 0.76% among 410,000; also: potency is read from the fitted curve at half-maximal effect; some results filed as inactive show a strong effect at the top dose
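HepG2 CAGA-GFP cells (1000/well, DMEM with 1% FBS) received compound, then TGF-beta at 500 pg/mL final, and were incubated 18 hours at 37 degrees C. Viability was read by CellTiter-Glo luminescence. Media-only wells were set as complete cell-killing and DMSO as no toxicity.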
MCF10A rereplic = induces DNA re-replication in MCF 10a normal breast cells; MCF 10A DNA re-replication, Hoechst nuclear intensity, 48 h; Potency, µM (highest dose often 46.1 µM), for the others: top-dose activity, positive = re-replication, most hits filed as activators; hit rate 2.9% among 350,000; also: potency is read from the fitted curve at half-maximal effect; % of control where 0% means no effect; nearly all actives have a fitted effect of over 50% in size
The depositor's hits bear a star; i = inactive; u = inconclusive; x = no result given; [ ] = another dose, or the depositor's remark. Unless noted, calls follow the shape of the dose curve; as a rule, active = well fitted curve in the direction sought with a large enough effect; inconclusive = small, poorly fitted or top-dose-only effect, or another doubt; inactive = no such curve, though single readings can be large; an effect the other way counts as inactive or inconclusive.

A first look, two compounds:
SMILES	A549 viability	ATXN2 expr inh	TGFb SMAD3 inh	ATXN viability	Nrf2 block	IL-1B inflam inh	Nrf2 activator	HepG2 tox	MCF10A rereplic
CCSC1(SCC)N=C(N)C2(C#N)C(c3ccccc3)NC3=C(CCC3)C12C#N (stereo not given)	4%	-20%	4%	i	1%	-17	14µM*	0%	-5%
COn1c(=O)c(-c2cccs2)[n+]([O-])c2ccccc21	-1%	17%	0%	i	30%	0	8.8%	-1%	16%

The whole of this part, previewed entries included:
SMILES	A549 viability	ATXN2 expr inh	TGFb SMAD3 inh	ATXN viability	Nrf2 block	IL-1B inflam inh	Nrf2 activator	HepG2 tox	MCF10A rereplic
CCSC1(SCC)N=C(N)C2(C#N)C(c3ccccc3)NC3=C(CCC3)C12C#N (stereo not given)	4%	-20%	4%	i	1%	-17	14µM*	0%	-5%
COn1c(=O)c(-c2cccs2)[n+]([O-])c2ccccc21	-1%	17%	0%	i	30%	0	8.8%	-1%	16%
O=C1c2cc(F)ccc2-n2c1nc1ccccc1c2=O	12µM*	u	u	i	6.5µM*	25	2.7%	1.1µM*	u
CC(C)CCn1c(SCc2ccc(Cl)cc2)nc2c1c(=O)[nH]c(=O)n2C	3%	-29%	3%	u	u	-14	-0.6%	-6%	-2%
COc1ccc(OC)c(S(=O)(=O)NCc2ccccc2)c1	2%	0%	5%	i	1%	-12	-0.5%	14%	3%
Cc1cccc(C)c1NC(=O)COC(=O)CCC(=O)c1cccs1	5%	-17%	3%	i	u	33	-1.1%	-1%	-2%
COc1ccc(C(=O)OCC(=O)NCc2ccccc2)c(OC)c1OC	2%	-3%	17%	i	6%	48	-0.6%	4%	0%
CCC(C(=O)O)n1c2ccccc2c2cn[nH]c(=O)c21 (stereo not given)	4%	1%	0%	i	1%	16	-0.1%	-23%	-11%
NCCC(=O)N1c2ccccc2Sc2ccc(Cl)cc21	7%	-39%	u	i	0%	u	4.8%	-20%	4%
CCN(CC(=O)Nc1c(F)cccc1F)C(=O)CSCC(=O)Nc1cc(C)on1	-4%	-6%	-20%	i	0%	2	-0.3%	-4%	-4%
OCCOCCNc1ncnc2c1c(-c1ccccc1)cn2-c1ccccc1	-5%	-14%	16%	i	-5%	u	0.4%	-11%	1%
COC(=O)CSc1nc2sc3c(c2c(=O)n1-c1ccccc1)CCN(C)C3	0%	-2%	0%	i	12%	18	0.3%	-12%	15%
CN(CC(=O)Nc1ccccc1Br)C(=O)COc1cccc2c1OC(C)(C)C2	-2%	-6%	1%	i	12%	-11	1.3%	-27%	2%
CCOC(=O)C(C)n1cnc2scc(-c3ccc(C)cc3)c2c1=O (stereo not given)	2%	x	3%	i	-15%	-8	2.2%	2%	-12%
O=C(Nc1c(C(=O)O)oc2ccc(Br)cc12)c1ccccc1	-1%	-35%	-22%	i	29%	u	2.4%	-34%	8%
C=CCC[C@@H](Cc1ccc(F)cc1)C(=O)OC[C@@H](Cc1c[nH]c2ccccc12)NC(=O)[C@@H](CC=C)CC(=O)N[C@@H](CO)Cc1ccccc1	-7%	-8%	-29%	u	8%	-19	5.0%	-9%	22%
CCOc1ncccc1C(=O)Nc1ccccc1C(=O)NCc1ccc2c(c1)OCO2	1%	-11%	-2%	i	-5%	-3	-0.2%	-8%	u
CCc1ccc(NC(=O)Nc2cnccn2)cc1	9%	53%[activator]	-10%	i	u	0	7.7%	-2%	-10%
CN1CCN(C(=O)C2(NC(=O)NCc3ccccc3)CCCCC2)CC1	0%	5%	3%	i	5%	-8	2.4%	-5%	0%
Cc1ccc(C(=O)Nc2cccc(S(=O)(=O)N3CCCC3)c2)o1	-1%	2%	5%	i	-25%	8	0.5%	-5%	-5%
OC[C@@H]1CN(Cc2ccco2)C[C@H](n2cnc3c(NCc4ccc(F)cc4)ncnc32)O1	x	11%	1%	i	x	0	3.3%	-1%	x
CCCCCCN1C(=O)C(O)=C(C(C)=O)C1c1ccccc1[N+](=O)[O-] (stereo not given)	-4%	-15%	-14%	i	-11%	35	3.1%	6%	-3%
O=C(COC(=O)CNC(=O)c1ccccc1F)NC12CC3CC(CC(C3)C1)C2	2%	8%	8%	i	-6%	0	-0.2%	2%	0%
O=C(Nc1cc(Cl)cc(Cl)c1)c1coc(=O)c(Br)c1	0%	5%	-1%	i	2%	x	u	22%	u
Cc1ccc(-n2ncc3c(=O)n(CC(=O)OCc4ccccc4)cnc32)cc1	2%	31%[activator]	-31%	i	x	-10	0.2%	-5%	-2%
CCC(C)[C@H](NC(=O)[C@@H]1Cc2ccccc2CN1)C(=O)NCc1ccc(C)cc1 (stereo not given in full)	x	x	1%	i	x	0	4.1%	-1%	x
CC(C)C[C@H](NC(=O)NCc1ccc(F)cc1)C(=O)O	-1%	-2%	3%	i	-3%	-2	-1.1%	4%	-12%
Cc1cc2oc(C(=O)NCC(c3ccco3)N3CCCC3)c(C)c2cc1C (stereo not given)	x	x	u	i	x	-3	8.3%	-40%	x
CCCCS/C(=C(/C#N)C(N)=O)c1cc2c([nH]1)CCCC2	-21%	-26%	0%	u	-11%	-66*	u	-13%	u
Cc1nn(-c2ccccc2)c(N2CCCC2)c1/C=N/NC(=O)c1cc2ccccc2cc1O	-5%	u	u	i	-26%	14	-0.1%	-38%	u
O=C(Nc1ccc(C(=O)N2CCCCC2)cc1)c1ccc([N+](=O)[O-])cc1	-2%	-6%	-14%	i	u	-11	-0.2%	4%	0%
COc1ccccc1CC(=O)Nc1ccccc1C(=O)O	7%	2%	1%	i	7%	0	0.2%	16%	-1%
COc1cccc(-c2cc3nc(NCc4ccc5occc5c4)n(C)c(=O)c3s2)c1	x	7%	u	i	x	5	5.4%	-39%	x
O=C(O)c1ccc(N/N=C/C=C/c2ccc([N+](=O)[O-])o2)cc1	u	-15%	27%	u	u	-15	14µM*	-1%	16%
NC(=S)N/N=C/c1coc2ccc(F)cc2c1=O	0%	-1%	1%	i	0%	1	-0.9%	13%	-1%
CS(=O)(=O)c1cccc(-c2nnc(NC(=O)CCS(=O)(=O)c3ccccc3)o2)c1	-4%	8%	-12%	i	2%	-9	13%	5%	3%
Brc1ccc(CNCc2cccs2)cc1	1%	13%	0%	i	-4%	-10	-0.4%	-4%	7%
CCOC1(c2ccccc2)OC(=O)c2ccccc21 (stereo not given)	-4%	4%	2%	i	u	4	-0.1%	-3%	12%
CCCOc1ccc(NC(=O)CC2C(=O)N(c3ccccc3)C(=O)N2CCC(C)C)cc1 (stereo not given)	-30%	x	u	x	9%	x	3.6%	-26%	x
COCCNC(=O)c1onc(CSc2ccc(F)c(F)c2)c1C(=O)NCCOC	-6%	10%	14%	i	13%	-9	0.7%	6%	-13%
O=S(=O)(NC(CO)Cc1ccccc1)c1ccc(Br)cc1F (stereo not given)	9%	9%	-5%	i	9%	14	0.4%	-8%	-3%
O=C(COC(=O)[C@H](Cc1ccccc1)NC(=O)c1ccco1)Nc1ccccc1	-2%	x	1%	u	7%	20	-0.7%	-5%	-2%
O=C(c1cc(-c2ccccc2)on1)N1CCCC1	-9%	-14%	-6%	i	u	-5	3.7%	-12%	3%
Cc1c(Cl)cccc1NC(=O)CN1C(=O)CCn2nc(-c3cccn3C)cc21	-7%	2%	20%	u	x	x	6.7%	-8%	x
CC1(CC(=O)O)C(=O)N=C2C=CC=CN21 (stereo not given)	-1%	-10%	2%	i	x	21	-1.0%	3%	-29%
O=C(CCC1CCCC1)N1CCN(S(=O)(=O)Cc2ccccc2)CC1	-6%	-3%	-8%	i	3%	43	-0.3%	-15%	6%
CCCc1cc(=O)[nH]c2nnc(SCC(=O)NC3CCCCC3)n12	2%	13%	23%	i	2%	1	0.4%	0%	-2%
CC1CCN(C(=O)c2ccc3c(=O)n4c(nc3c2)CCCCC4)CC1	0%	5%	-1%	i	1%	78	0.1%	-1%	0%
Cc1cc(C)nc(Nc2n[nH]c(-c3ccccc3Cl)n2)n1	-7%	x	5%	u	15%	-25	-0.7%	5%	-1%
CCOc1ccccc1-n1c(=S)sc2c(=O)n(-c3ccccc3)c(=S)[nH]c21	0%	-2%	-4%	u	-22%	-4	4.8%	-18%	3%
Nc1ccc2nc(-c3cc(Cl)c(N)c(Cl)c3)[nH]c2c1	-13%	44%[activator]	-6%	i	20%	-17	12%	-42%	8%
CCNC(=S)NNC(=O)c1cc(-c2ccccc2C)nc2ccccc12	6%	-13%	-9%	i	x	13	-0.1%	-15%	19%
Cc1ccc(-c2nnn(CC(=O)N(c3cccc(O)c3)C(C(=O)NC(C)(C)C)c3cccs3)n2)o1 (stereo not given)	-2%	3%	-6%	i	9%	-3	0.4%	-15%	12%
Cc1ccc(NC(=O)c2cc3c(-c4ccccc4)nn(-c4ccccc4)c3s2)cc1	-3%	-11%	4%	u	11%	x	-1.1%	7%	x
CC(C)(C)S(=O)N1Cc2ccc(CO)cc2[C@H]1CCO (stereo not given in full)	3%	3%	-4%	i	4%	14	-1.0%	7%	-10%
COC(=O)c1ccc(OCC(O)CN2CCc3cc(OC)c(OC)cc3C2c2ccccc2)cc1 (stereo not given)	-7%	-35%	u	i	u	-7	0.2%	-6%	21µM*
CN(C)CC(C(=O)c1ccccc1)c1ccccc1 (stereo not given)	-10%	22µM*	4µM*	x	10%	-101*	u	8.9µM*	2.6µM*

Individual results from the results shown.
ATXN2 expr inh result of CCNC(=S)NNC(=O)c1cc(-c2ccccc2C)nc2ccccc12 → -13%
Nrf2 activator result of CC(C)(C)S(=O)N1Cc2ccc(CO)cc2[C@H]1CCO (stereo not given in full) → -1.0%
Nrf2 activator result of Cc1cc(C)nc(Nc2n[nH]c(-c3ccccc3Cl)n2)n1 → -0.7%
IL-1B inflam inh result of COC(=O)c1ccc(OCC(O)CN2CCc3cc(OC)c(OC)cc3C2c2ccccc2)cc1 (stereo not given) → -7
